TDP1 cell noCPT – qHTS for Inhibitors of human tyrosyl-DNA phosphodiesterase 1 (TDP1): qHTS in cells in absence of CPT; DT40 Tdp1-/- hTDP1 cells, no CPT, ATP luminescence, 48 h; 420,000 tested, 15% active; Potency, µM (highest dose often 46.2 µM), inactives show at the top dose activity change, negative = growth inhibition, usual class: inhibitors; note: nearly all actives have a fitted effect of over 55% in size
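A cellular qHTS used chicken DT40 cells lacking endogenous Tdp1 but carrying stably transfected human TDP1. Compounds were applied without camptothecin, and cell growth kinetics were judged by ATP-dependent luminescence after ≥48 hr.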
TDP1 inh – qHTS Assay for Inhibitors of Tyrosyl-DNA Phosphodiesterase (TDP1); Potency, µM (top dose mostly 130 µM), for inactives: at the top dose activity change, negative = inhibition, hits mostly inhibitors; 350,000 tested, 0.28% active; recombinant TDP1, AlphaScreen DNA substrate cleavage; Tyrosyl-DNA phosphodiesterase 1 (Homo sapiens), Q9NUW8; note: nearly all actives have a fitted effect of over 40% in size
Target sequence (Q9NUW8 whole entry, looked up): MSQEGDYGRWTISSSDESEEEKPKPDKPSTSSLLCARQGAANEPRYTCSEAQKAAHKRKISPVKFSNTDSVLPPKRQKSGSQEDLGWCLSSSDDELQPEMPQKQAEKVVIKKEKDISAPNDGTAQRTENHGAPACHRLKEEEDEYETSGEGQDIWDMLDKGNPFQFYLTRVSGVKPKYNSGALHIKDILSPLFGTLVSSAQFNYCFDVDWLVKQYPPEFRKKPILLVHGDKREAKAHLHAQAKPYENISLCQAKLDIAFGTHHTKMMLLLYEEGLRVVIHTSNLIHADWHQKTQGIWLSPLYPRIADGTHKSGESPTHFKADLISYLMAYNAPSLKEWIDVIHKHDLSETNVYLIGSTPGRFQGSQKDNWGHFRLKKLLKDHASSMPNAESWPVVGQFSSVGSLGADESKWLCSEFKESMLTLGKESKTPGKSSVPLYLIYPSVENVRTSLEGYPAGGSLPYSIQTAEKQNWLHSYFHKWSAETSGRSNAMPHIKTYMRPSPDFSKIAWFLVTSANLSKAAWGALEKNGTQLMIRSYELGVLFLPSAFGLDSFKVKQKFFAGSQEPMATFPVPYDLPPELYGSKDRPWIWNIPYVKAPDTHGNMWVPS
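Signal: AlphaScreen proximity between streptavidin donor and anti-FITC acceptor beads on intact substrate. Reaction: Tdp1 1 nM, substrate 15 nM final, 5 min RT after 15 min compound preincubation.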
GCN5L2 inh – qHTS Assay for Inhibitors of GCN5L2 | Histone acetyltransferase KAT2A (Homo sapiens), Q92830 | GCN5L2 HAT assay, ThioGlo1 CoA-SH fluorescence | 390,000 tested, 0.21% active | AID 504327, 2011 | Potency, µM (titrated, usually from 58.9 µM), for inactives: at the top dose activity change, negative = inhibition, hits mostly inhibitors
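GCN5L2 (20nM final) in 50mM HEPES, 0.1mM EDTA pH 7.5, 0.01% Tween-20 was preincubated 15 min at room temperature with compound, then given ThioGlo1 (50uM), H3(1-25) peptide (75uM) and acetyl-CoA (70uM); CoA-thiol fluorescence (Ex340/Em540) was read at 0 and 20 min.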
Numbers without * were called inactive; ? = inconclusive; / = not tested or not shown; & = joins results of further samples; [ ] = dose if it differs, or a comment. Calls come from the whole dose curve; as a rule, active = well fitted curve in the direction sought with a large enough effect; inconclusive = small, poorly fitted or top-dose-only effect, or another doubt; inactive = no such curve, though single readings can be large; an effect the other way counts as inactive or inconclusive. % is set by controls: 0 for no effect and ±100 for the full control effect; potency is the fitted concentration of half-maximal effect. Not all compounds are listed. The share of hits here may be higher or lower than overall.

Results follow in this order: TDP1 cell noCPT	TDP1 inh	GCN5L2 inh
- O=C(NNC(=S)Nc1cccc(C(F)(F)F)c1)c1ccc(Cl)cc1Cl
→ 26µM*	8%	-2%
- CN1CCN(C(=O)C2(NC(=O)Nc3ccccc3Cl)CCCCC2)CC1
→ -2%	0%	0%
- Cc1nc(-n2nnc(CO)c2CO)nc2c1CCC2
→ 2%	0%	2%
- O=C(CC1CC2CCC1C2)NCc1cccs1 (centres undefined)
→ -5%	0%	-7%
- CCOC(=O)Cn1cc(Cl)c(=O)c(Cl)c1
→ -4%	/	-6%
- CCNC(=O)c1ccccc1SCc1ccccc1
→ -6%	6%	-26%
- CCOC(=O)c1cc(S(=O)(=O)N2CCN(c3ccc(F)cc3)CC2)[nH]n1
→ 18µM*	1%	-6%
- CCOC(=O)Cn1c(=O)oc2cc(S(=O)(=O)N3CCN(c4ccccn4)CC3)ccc21
→ -15%	7%	-4%
- Cc1ccc(S(=O)(=O)N(CC(=O)Nc2cccnc2)c2ccc(Br)cc2)cc1
→ ?	2%	-13%
- C=C(C)CSc1nc2sc3c(c2c(=O)n1-c1ccccc1)CCN(C)C3
→ 29µM*	/	3%
- CCOc1cc(CN2CCc3c([nH]c4ccccc34)C2)ccc1OC
→ ?	/	-6%
- COc1nc2ccccc2nc1N1CCN(Cc2ccc3c(c2)OCO3)CC1
→ -21%	/	-4%
- COc1ccc(CCC(=O)N2CCN(c3ccc([N+](=O)[O-])cc3)CC2)cc1OC
→ 15µM*	/	-5%
- O=C(NCCNC(=O)c1cc(OCC(F)(F)F)ccc1OCC(F)(F)F)Nc1ccc(OC(F)(F)F)cc1
→ 23µM*	1%	1%
- CCCC(=O)Nc1ccc2c(c1)nc(CCNC(=O)c1ccco1)n2C
→ -9%	4%	-5%
- CCCCN(CC)CCCNC(=O)c1nn(C)c2c1CS(=O)(=O)c1ccccc1-2
→ 10%	-6%	1%
- Cc1ccc(Sc2ccc(NC(=O)CCl)cc2)cc1C
→ ?	5%	-10%
- N=c1sccn1CC(=O)N1N=C(c2ccc(Cl)cc2)CC1c1ccco1 (centres undefined)
→ 23µM*	2%	-6%
- Cc1ccccc1OCCSc1nc2ccc(NC(=O)c3cccs3)cc2s1
→ 18µM*	-7%	-10%
- Cc1cc(C)n2cc(CSc3nnc(SCc4cn5c(C)cc(C)nc5n4)s3)nc2n1
→ /	2%	1%
- CCOC(=O)C(C#N)C(Cc1ccccc1)c1ccco1 (centres undefined)
→ -26%	2%	-1%
- COc1ccc(N(C(=O)C2CSC(=O)C2)C(C(=O)NC(C)(C)C)c2ccncc2)cc1 (centres undefined)
→ 1%	0%	?
- O=C(O)c1ccc(-c2nc(-c3cccc(C(F)(F)F)c3)cs2)cc1
→ -7%	9%	-3%
- CC(C)C(=O)Nc1ccc(C(=O)NNC(=S)NC(=O)c2ccco2)cc1
→ ?	/	?
- COc1ccc(OC)c(NC(=O)CSCC(=O)O)c1
→ -8%	0%	-26%
- COc1ccc(N2CCN(C(=O)COc3ccc(S(=O)(=O)N4CCOCC4)cc3C)CC2)cc1
→ 23µM*	9%	-2%
- Cc1ccccc1NC(=O)CCCC(=O)c1ccccc1
→ 0%	/	17%
- C/C(NC(=O)c1cccc(F)c1)=C1/C(=O)C[C@@H]2[C@H]1C2(C)C
→ ?	0%	-7%
- COCc1cc(C)nc2sc(C(=O)Nc3ccc(OC(F)(F)F)cc3)c(N)c12
→ -29%	-6%	-2%
- CCC1(c2ccccc2)NC(=O)N(CC(=O)N(c2ccccc2)C2CCS(=O)(=O)C2)C1=O (centres undefined)
→ -12%	1%	-2%
- COc1ccc(-c2sc3cc4c(cc3c2-c2ccc3c(c2)OCCO3)OCO4)cc1
→ ?	1%	-3%
- O=C1NC(c2ccccc2)(C(F)(F)F)C(=O)N1Cc1cccnc1 (centres undefined)
→ -27%	7%	0%
- CCOC(=O)N1CCC(NC(=O)c2cc(-c3ccc(F)cc3)[nH]c2C)CC1
→ ?	6%	-1%
- Cn1cnnc1SCC(=O)Nc1ccc2nc(SCc3cccc4ccccc34)sc2c1
→ ?	5%	-5%[0.501 µM]
- CC12CCC(C(=O)N(CCCN3CCN(Cc4ccccc4)CC3)C1=O)C2(C)C (centres undefined)
→ -15%	2%	1%
- O=C1CC2c3ccccc3C1C1C(=O)N(CCO)C(=O)C21 (centres undefined)
→ ?	-2%	-3%
- CC(=O)c1cc2c(cc1NC(=O)CN1CCCCC1C)OCO2 (centres undefined)
→ ?	-1%	-8%
- COc1cccc(-c2nc(NCc3ccccc3)c3ccccc3n2)c1
→ 16µM*	/	-20%
- Cc1ccc(S(=O)(=O)NCc2cccnc2)cc1C(=O)NC1CCCCC1
→ -42%	/	-7%
- Cc1ccc2cc(CN(CCCN(C)C)C(=S)NCc3ccccc3)c(=O)[nH]c2c1C
→ ?	2%	-3%
- Cn1c(=O)c(=O)n(C)c2cc(N3CCCC3)c(NC(=O)c3ccccc3Cl)cc21
→ ?	-2%[12.3 µM]	-6%
- CCOC(=O)CCc1c(C)nc2c(c(C)nn2-c2ccccc2)c1C
→ 0%	/	-12%
- Cc1cccc(C)c1OCC(=O)Nn1c(COc2ccccc2)nc2ccccc2c1=O
→ -14%	0%	-13%
- Cc1ccc(C(=O)NCCNC(=O)CN2CCCC2)cc1
→ -11%	-2%	2%
- Cn1c(C(=O)NCc2cccs2)cc2c(=O)n(C)c3ccccc3c21
→ -14%	3%	1%

Brought forward from above: four entries, then new ones.
Results follow in this order: TDP1 cell noCPT	TDP1 inh	GCN5L2 inh
- CCOC(=O)CCc1c(C)nc2c(c(C)nn2-c2ccccc2)c1C
→ 0%	/	-12%
- Cc1cccc(C)c1OCC(=O)Nn1c(COc2ccccc2)nc2ccccc2c1=O
→ -14%	0%	-13%
- Cc1ccc(C(=O)NCCNC(=O)CN2CCCC2)cc1
→ -11%	-2%	2%
- Cn1c(C(=O)NCc2cccs2)cc2c(=O)n(C)c3ccccc3c21
→ -14%	3%	1%
- Cc1oc(-c2ccccc2)nc1C(=O)OCC(=O)NCc1ccccc1
→ -10%	-5%	2%
- CC(C)CN(CC(C)C)CC(O)COc1ccccc1Br (centres undefined)
→ 15µM*	-4%	-1%
- Cc1ccccc1-n1nc2c(c1NC(=O)c1ccc(Br)o1)CSC2
→ -3%	-2%	?
- COc1cc(NC(=O)CCc2ccccc2)nc(OC)n1
→ -30%	-5%	/
- COc1ccccc1N(C)S(=O)(=O)c1ccc(C(=O)OCC(=O)NCC(F)(F)F)cc1
→ -23%	0%	-4%
- COc1ccccc1NCC(=O)n1nc(C)cc1C
→ -16%	0%	-3%
- N#Cc1nc(COc2ccc(Br)cc2)oc1N1CCCCCC1
→ 16µM*	7%	-7%
- CCOC(=O)[C@H]1[C@H]2COc3ccccc3[C@@H]2N2C(=O)c3cc(F)c(F)cc3NC(=O)[C@@]12C
→ -29%	-1%	-3%
- COc1ccc(C2C3=C(CCCC3=O)Nc3c(-c4ccccc4)c(C)nn32)cc1 (centres undefined)
→ -30%	3%	-24%
- COC(=O)CNC(=O)C(C)NC(=O)CNC(=O)OCc1ccccc1 (centres undefined)
→ ?	4%	-16%
- CC(=O)Nc1ccc(S(=O)(=O)NCc2nnnn2-c2ccc(Cl)cc2)cc1
→ -27%	/	-15%
- COC(=O)CN(c1ccc(OC)cc1)S(=O)(=O)c1ccc(OC)c(OC)c1
→ -12%	-1%	-13%
- O=c1c(-c2ccc(O)cc2)coc2cc(O[C@@H]3O[C@H](CO)[C@@H](O)[C@H](O)[C@H]3O)cc(O)c12
→ /	6%	4%
- COc1cccc(NC(=O)CSc2ncc(S(=O)(=O)c3ccccc3)c(=O)[nH]2)c1
→ ?	1%	0%
- CCOC(=O)CSc1nnc(CNC(=O)c2ccc(OC)cc2OC)n1C
→ -17%	-2%	-2%

Some of the entries above, set out differently.
Structure,TDP1 cell noCPT,TDP1 inh,GCN5L2 inh
COc1ccccc1NCC(=O)n1nc(C)cc1C,-16%,0%,-3%
Cc1ccccc1-n1nc2c(c1NC(=O)c1ccc(Br)o1)CSC2,-3%,-2%,?

Later entries.
Results follow in this order: TDP1 cell noCPT	TDP1 inh	GCN5L2 inh
- CCN(CC(=O)Nc1c(F)cccc1F)C(=O)c1ccc(OCc2c(C)noc2C)cc1
→ 12%	2%	0%
- Cc1c(CN2CCc3c([nH]c4ccccc34)C2C2CCCCC2)cnn1C (centres undefined)
→ 16µM*	3%	-4%
- COc1ccc(CNC(=O)C2CCN(S(=O)(=O)c3ccc4nc5c(c(C(=O)O)c4c3)CCCC5)CC2)cc1
→ 8%&1%	0%	-18%
- COc1ccc(NC(=O)/C(Cl)=C(/Cl)S(=O)(=O)Cc2ccc(C)cc2)cn1
→ 0.82µM*	8%	-6%
- CSc1cc(C)nc(N(C)C(C)=O)n1
→ -3%	-1%	-1%
- COc1ccc(CC(=O)Nc2nc(-c3ccc(F)c(F)c3)cs2)cc1OC
→ 6.5µM*	9%	-1%
- O=C1c2ccccc2C(=O)c2cc(S(=O)(=O)Nc3ccccc3)ccc21
→ 21µM*	11%	-12%
- Cc1cnn(Cc2cccnc2)c1N
→ -13%	-2%	-12%
- CC(=O)OC[C@@]1(O)C[C@@]23CC[C@@H]4c5ccoc5CC[C@@]4(C)[C@@H]2CCC1C3
→ -21%[9.04 µM]	6%	/
- CC(OC(=O)CCc1ccccc1)C(=O)Nc1ncc(Cl)cc1Cl (centres undefined)
→ 14%	-1%	-1%
- CCc1ccc(NC(=O)Cn2c(SC)nc3ccccc32)cc1
→ ?	7%	-8%
- O=S(=O)(NCCc1c[nH]c2ccccc12)c1ccccc1
→ -2%	/	0%
- COc1cc(OC)c(C(=O)OCC(=O)Nc2nnc(-c3ccccc3)o2)cc1OC
→ 14%	2%	-1%
- O=C(NC1CC(=O)N(c2ccc(Cl)cc2)C1)c1ccc2c(c1)OCO2 (centres undefined)
→ ?	10%	4%
- Cc1ccc(NC(=O)CC2SCCNC2=O)cc1[N+](=O)[O-] (centres undefined)
→ -12%	-10%	-5%
- C/C(=N\Nc1nc(-c2ccccn2)nc2ccccc12)c1ccc(F)cc1
→ 5.8µM*	/	6%
- CC1(C)NC(=O)N(CC(O)CN(c2ccccc2)S(=O)(=O)c2ccccc2)C1=O (centres undefined)
→ 1%	3%	-8%
- COC(=O)C1c2ccccc2-c2ccccc21
→ 3%	-1%	-3%
- CCn1ncc2c(OCc3ccc(C#N)cc3)cc(C)nc21
→ ?	-2%	-7%
- O=C(COC(=O)CSc1ccc([N+](=O)[O-])cc1)NCc1cccs1
→ -22%	/	-4%
- NC(=O)C1CCCN(CC(=O)N2CCN(c3ccccc3)CC2)C1 (centres undefined)
→ -12%	/	1%
- O=C(Nc1c(C(=O)N2CCN(c3ccccc3F)CC2)oc2ccccc12)c1ccc(Br)o1
→ ?	6%	-4%
- CCOC(=O)N1CCN(C(=O)Nc2sc3nc4n(c(=O)c3c2C)CCC(C)CC4)CC1 (centres undefined)
→ ?	2%	-10%
- Cc1ccc(N2CC(C(=O)N/N=C/c3c(F)cccc3Cl)CC2=O)cc1 (centres undefined)
→ ?	1%	?
- COC(CNC(=O)c1ccc2c(c1)nc(C)n2-c1cccc(C)c1)OC
→ -20%	/	-8%
- COc1ccc2c(CNCc3cccs3)c(C(=O)O)n(Cc3ccccc3)c2c1
→ ?	5%	1%
- Cc1nnc(NC(=O)CCCOc2ccccc2)s1
→ -6%	/	3%
- O=C(C[C@H]1C/C=C\CC[C@@H](Cc2ccc(F)cc2)C(=O)O[C@@H](c2ccccc2)CNC1=O)N[C@@H](CO)Cc1ccccc1
→ -18%	-3%	-5%
- Cc1cc(Cl)ccc1NC(=O)CN1C(=O)CSc2ccc(S(=O)(=O)N(C)C)cc21
→ -28%	-3%	-1%
- COc1ccc(/C=C2/C(=O)N(c3c(F)c(F)c(F)c(F)c3F)N=C2C)cc1
→ ?	/	-26%
- COc1ccc(NC(=O)CC(NC(C)c2ccccc2)C(=O)O)cc1 (centres undefined)
→ 2%	1%	-1%
- CCCN1CCc2c(sc(NC(=S)NC(=O)c3ccccc3)c2C#N)C1
→ ?	5%	-18%
- O=C(CSc1ccccn1)Nc1cccc2ccccc12
→ 2%	0%	-13%
- O=C1[C@@H](Oc2ccccc2)[C@@H](c2ccccc2)N1c1ccccc1
→ -27%	/	0%
- O=C(CSc1ccsc1[N+](=O)[O-])Nc1cccc(F)c1
→ 1%	/	-19%
